Assay outcomes from PubChem BioAssay.
MsrA inh: bovine MsrA inhibition | purified bovine MsrA, absorbance read-out | inhibition, % at 15.5 µM | 0.75% of 360,000 active | AID 651718; in the data active = inhibition above about 4.5%;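 also: 0% = vehicle wells with enzyme and 100% = reference inhibitor wells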
Rpn11 inh: Rpn11 (human) deubiquitinase inhibition; 0.59% of 360,000 active; human 26S proteasome, Ub4-pepOG fluorescence polarization; 20S core pre-blocked with epoxomicin; calls only at 20 µM;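 active = inhibition at 20 µM, scaled to each plate's controls, above about 33%, limit read from the data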
LMPTP block: blocks human LMPTP phosphatase. P24666. recombinant LMPTP-A, OMFP fluorogenic substrate, fluorescence intensity. inhibition, % at 20 µM. 0.22% of 360,000 active. AID 651560;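 active = compounds that cut the enzyme signal by at least half of the control window in the single-dose screen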;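 also: plate controls were DMSO wells with enzyme plus substrate for no effect and substrate without enzyme for full effect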
Target sequence (P24666 whole entry, looked up): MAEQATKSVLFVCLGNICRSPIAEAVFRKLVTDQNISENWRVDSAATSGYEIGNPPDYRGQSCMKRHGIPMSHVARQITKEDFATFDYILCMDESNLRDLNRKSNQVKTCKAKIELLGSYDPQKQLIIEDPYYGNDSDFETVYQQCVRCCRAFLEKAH
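Assay system: LMPTP-A enzyme. Input: 0.625 nM LMPTP-A final. Probe or stimulus: 400 µM OMFP. Compound dosing: single 20 µM dose. Schedule: 50 min dark incubation at room temperature. Detection: fluorescence intensity of OMFP turnover product. Read-out: percent inhibition versus substrate-only and uninhibited controls. Benchmarks: no-enzyme low control, uninhibited high control.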
DNMT1 block: blocks human DNA methyltransferase DNMT1; inhibition (reported as % activation of signal), % at 10 µM; P26358; DNMT1 molecular beacon, Hinp1I cleavage, fluorescence; 0.83% of 360,000 active; in the data active = inhibition above about 50%
Scp-1 inhibitor: inhibitors of human Scp-1 phosphatase | Q9GZU7 | Recombinant Scp1, phosphopeptide, malachite green phosphate absorbance | inhibition, % at 20 µM | 0.88% of 340,000 active | AID 493091;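 active = inhibition above about 50% at 20 µM, limit read from the data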;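 also: plate controls were DMSO wells with enzyme for no effect and wells lacking enzyme for full effect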
Target sequence (Q9GZU7 76-261 limits assumed): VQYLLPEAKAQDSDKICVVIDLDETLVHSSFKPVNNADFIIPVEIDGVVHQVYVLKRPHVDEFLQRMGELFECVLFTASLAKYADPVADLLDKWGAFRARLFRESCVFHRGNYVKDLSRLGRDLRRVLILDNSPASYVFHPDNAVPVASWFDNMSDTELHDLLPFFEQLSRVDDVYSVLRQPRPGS
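Incubation: 45 min enzyme reaction at room temperature / System: truncated SCP-1 phosphatase (76-261aa) / Reagent: Phospho 17-mer peptide substrate / Buffer or medium: Acidic Tris acetate buffer with magnesium and detergent / Signal: absorbance at 630 nm / Doses: one concentration, 20 µM, with 1.0% DMSO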
TbMetRS inhib: blocks T. brucei methionyl-tRNA synthetase activity. 0.4% of 360,000 active. inhibition, % at 11.9 µM. AID 624268. purified T. brucei MetRS, ATP depletion, Kinase-Glo luminescence;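 active = inhibition above a per-plate cutoff of the control wells' mean inhibition plus 3 SD, cut at about 5.5% in these data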;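 also: 0% = DMSO wells median and 100% = median of wells with control inhibitor compound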
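Dosing: 11.9 µM compound single dose, 0.9% DMSO; Assay system: purified T. brucei MetRS enzyme; Measured by: Kinase-Glo luciferase luminescence reporting remaining unconsumed ATP; Schedule: 15 min plus 2 h at 25 °C.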
SUMO1 PPI mod: modulators of human SUMO1-mediated protein-protein interactions | P63165 | SUMO1 binding to a labelled peptide, TR-FRET, 1 h | inhibition, % at 20 µM | 0.33% of 360,000 active | AID 602429; in the data active = inhibition above about 37%
Target sequence (P63165 whole entry, looked up): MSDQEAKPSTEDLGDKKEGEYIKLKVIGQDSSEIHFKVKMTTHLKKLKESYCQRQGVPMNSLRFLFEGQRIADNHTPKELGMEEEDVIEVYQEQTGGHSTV
NadD block: inhibitors of Staphylococcus aureus NadD. purified NadD enzyme, colorimetric absorbance read-out. 0.78% of 360,000 active. inhibition, % at 20 µM; in the data active = inhibition above about 26%; also: some compounds past the cut are filed as inactive
STEP inh: inhibitors of human striatal-enriched phosphatase STEP; 0.25% of 360,000 active; P54829; recombinant STEP, OMFP fluorogenic substrate, fluorescence; AID 588621; inhibition, % at 20 µM;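 active = inhibition at 20 µM, scaled per plate between control wells, above about 37%, limit read from the data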;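 also: 0% = DMSO with enzyme and substrate and 100% = substrate only without enzyme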
Target sequence (P54829 whole entry, looked up): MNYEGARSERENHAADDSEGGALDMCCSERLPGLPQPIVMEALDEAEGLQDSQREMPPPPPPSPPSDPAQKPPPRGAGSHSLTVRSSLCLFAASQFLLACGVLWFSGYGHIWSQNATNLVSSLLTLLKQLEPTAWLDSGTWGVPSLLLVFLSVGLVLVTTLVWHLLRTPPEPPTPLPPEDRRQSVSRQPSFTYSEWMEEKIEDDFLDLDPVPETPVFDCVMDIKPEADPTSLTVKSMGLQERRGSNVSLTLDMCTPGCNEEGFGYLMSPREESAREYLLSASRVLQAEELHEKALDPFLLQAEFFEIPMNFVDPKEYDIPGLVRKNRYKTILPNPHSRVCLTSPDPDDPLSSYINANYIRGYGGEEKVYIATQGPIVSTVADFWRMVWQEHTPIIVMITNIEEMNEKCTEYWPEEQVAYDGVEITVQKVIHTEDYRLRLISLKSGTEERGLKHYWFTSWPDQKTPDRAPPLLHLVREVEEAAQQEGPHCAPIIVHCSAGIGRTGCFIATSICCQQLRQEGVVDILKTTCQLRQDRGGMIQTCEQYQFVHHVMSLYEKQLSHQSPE
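medium = Bis-Tris buffer pH 6.0, 2.5 mM DTT, 0.005% Tween 20 | test system = STEP (striatal-enriched tyrosine phosphatase) enzyme, cell-free | measure = normalized % inhibition | compound dosing = 20 µM, 1% DMSO | also added = 25 µM OMFP | schedule = reaction 20 min, ambient temperature | measured by = fluorescence read at 480 nm ex / 540 nm em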
CSN deneddyl inh: inhibitors of human CSN-mediated cullin deneddylation. Q92905. inhibition, % at 12.5 µM. 0.38% of 360,000 active. Purified CSN, SCF-Nedd8-OG deneddylation, fluorescence polarization;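 active = pattern-corrected inhibition above about 35%, with an unprinted fluorescence ratio check between 0.5 and 1.5, limit read from the data, passing the limit was not always enough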;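 also: 0% = enzyme with substrate and 100% = substrate without enzyme; some results filed as inactive read as strong as hits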
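test system = HEK293T-derived human Csn5 enzyme | amount = 0.24 nM Csn5 enzyme, final concentration | medium = Tris/NaCl/DTT buffer, pH 7.5 | schedule = 90 min reaction at room temperature | signal = FP | evaluation = inhibition of Csn5 cleavage, % | compound dosing = single dose of 12.5 µM compound with 0.25% DMSO | probe or stimulus = 10 nM SCFSkp2-Nedd8OG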
An asterisk follows results filed as active; i = inactive; . = no result given; + = active, no number.

SMILES	MsrA inh	Rpn11 inh	LMPTP block	DNMT1 block	Scp-1 inhibitor	TbMetRS inhib	SUMO1 PPI mod	NadD block	STEP inh	CSN deneddyl inh
C[C@H](NC(=O)c1ccco1)C(=O)Nc1cc(S(=O)(=O)N2CCCC2)ccc1OCC(F)(F)F	-0.8	i	0.6	2	-5	-0.1	0	3	0	-2
COc1cc(Cl)c(C)cc1NC(=O)CSc1cc(Cl)ccc1Cl	0.6	i	3.9	29	-11	-0.5	3	11	1	1
O=C(Nc1ccc(F)cc1)N1CCN(c2ccc(F)cc2)CC1	-0.6	i	1.0	-5	3	0.3	-2	-10	2	7
CCN(CC)CC#Cc1ccc(C)cc1	1.4	i	-1.3	0	-7	-0.9	2	-4	0	2
COc1ccc(NC(=S)Nc2cccc3ccccc23)cc1OC	-1.1	i	1.8	-12	1	0.2	20	3	2	16
COc1ccccc1CNC(=O)COC(=O)Cc1cccs1	0.1	i	-1.4	-1	-1	-1.0	0	-9	-3	-10
Cc1occc1C(=O)N/N=C/c1ccc(N(C)C)cc1	4.4	i	-0.1	1	0	-2.6	-18	-1	-1	2
CC1(C)C(=O)Nc2ccccc2N1C(=O)c1ccc([N+](=O)[O-])cc1	-0.2	i	-3.6	-1	-1	-1.1	-27	-4	1	0
O=C(CN1c2ccccc2S(=O)(=O)c2ccccc21)NCc1ccc(F)cc1	-0.2	i	0.5	2	-8	-0.2	15	0	1	0
COc1ccc(-c2cc(C(=O)OCC(=O)c3c(N)n(C)c(=O)n(C)c3=O)c3ccccc3n2)cc1	-0.8	i	0.6	-7	-7	-0.4	-32	11	-3	-5
O=C(CN1CCN(C2CCCCC2)CC1)Nc1ccccc1-c1ccccc1	0.2	i	-2.9	-5	-11	-0.2	0	-4	4	3
CCN1/C(=C/c2ccc3cc(C)ccc3[n+]2C)Sc2ccc3sccc3c21	-0.2	+	77*	-17	45	-0.7	24	64*	17	137*
CC(Cc1ccsc1)NC(=O)CCc1nnc(COc2ccccc2)o1 (centres undefined)	-1.2	i	-0.4	1	-3	-0.3	2	-9	0	-5
COc1ccccc1N1CCN(C(=O)CNS(=O)(=O)c2ccc(Br)s2)CC1	0.1	i	0.7	-3	1	-0.2	1	4	-2	1
CCCc1cc(=O)[nH]c(SCC(=O)NCCCC(=O)OCC)n1	3.4	i	1.1	5	3	-1.4	1	-1	1	-2
COc1ccc2nc(SCC(=O)C(C)(C)C)[nH]c2c1	-0.6	i	1.5	0	-8	-0.4	1	-4	-2	4
CC(=O)c1ccc(NC(=O)CCn2c(=O)oc3ccccc32)cc1	-0.6	i	-1.2	-3	-7	0.2	-1	-6	-1	1
Cc1ccnc(SCC(=O)Nc2c(C)n(C)n(-c3ccccc3)c2=O)n1	-0.8	i	-0.7	-3	-7	0.1	0	-2	1	-1
O=C(NNc1ccccc1)c1ccc(Cl)c(Cl)c1	1.0	i	0.5	4	24	-0.4	10	0	0	-2
Cc1ccc(S(=O)(=O)NCCC(=O)N2CCN(c3ccccc3)CC2)cc1C	0.6	i	-2.1	1	-7	0.3	3	3	-1	-4

Whole records, quoted from the list:
`CC1(C)C(=O)Nc2ccccc2N1C(=O)c1ccc([N+](=O)[O-])cc1` is listed as MsrA inh: -0.2; Rpn11 inh: i; LMPTP block: -3.6; DNMT1 block: -1; Scp-1 inhibitor: -1; TbMetRS inhib: -1.1; SUMO1 PPI mod: -27; NadD block: -4; STEP inh: 1; CSN deneddyl inh: 0
`O=C(NNc1ccccc1)c1ccc(Cl)c(Cl)c1` is listed as MsrA inh: 1.0; Rpn11 inh: i; LMPTP block: 0.5; DNMT1 block: 4; Scp-1 inhibitor: 24; TbMetRS inhib: -0.4; SUMO1 PPI mod: 10; NadD block: 0; STEP inh: 0; CSN deneddyl inh: -2
`COc1ccc2nc(SCC(=O)C(C)(C)C)[nH]c2c1` is listed as MsrA inh: -0.6; Rpn11 inh: i; LMPTP block: 1.5; DNMT1 block: 0; Scp-1 inhibitor: -8; TbMetRS inhib: -0.4; SUMO1 PPI mod: 1; NadD block: -4; STEP inh: -2; CSN deneddyl inh: 4

(cont.)
SMILES	MsrA inh	Rpn11 inh	LMPTP block	DNMT1 block	Scp-1 inhibitor	TbMetRS inhib	SUMO1 PPI mod	NadD block	STEP inh	CSN deneddyl inh
CN(Cc1ccccc1)c1ncnc2c1cnn2-c1ccccc1	.	i	2.4	-5	-4	-0.8	-1	-6	-2	4
CCN1CCN(c2ccc([N+](=O)[O-])c(Sc3nc4ccccc4[nH]3)c2)CC1	0.9	i	-0.2	2	4	-0.8	-17	-6	5	0
O=C(CCN1N=C(c2ccccc2)CCC1=O)NCC1CCCO1 (centres undefined)	-0.8	i	-0.8	-2	-2	-1.1	-9	0	-3	-4
NNC(=O)COc1ccc(C(F)(F)F)cc1	0.8	i	0.2	-1	-7	-0.3	1	-2	-2	-2
CCOC(=O)c1[nH]c2ccc(OC)cc2c1NC(=O)c1cccc(OC)c1	-0.3	i	-0.1	-1	-3	-0.6	-5	-7	-1	0
CC(=O)C1=C(O)C(=O)N(CC#N)C1c1cccs1 (centres undefined)	3.6	i	-1.6	17	-2	-0.6	0	-4	-1	2
Cn1c(SCC(=O)c2ccccc2)nnc1-c1cccnc1	-1.6	i	-0.2	4	-5	-1.0	-1	-1	-1	4
COc1cccc(NC(=O)COC(=O)CCC2CCCC2)c1	0.0	i	1.3	-6	-8	-0.2	7	-9	0	0
Clc1ccc(OCCSc2nnnn2C2CCCCC2)cc1	-0.7	i	2.6	-2	-8	0.2	0	6	16	6
CSc1ncnc2[nH]ccc12	-0.4	i	-2.1	0	-2	-0.3	7	-1	2	5
C=CCn1c(SCC(=O)NC2CC2)nnc1-c1ccccn1	2.0	i	-1.1	1	-5	-0.5	0	1	-4	-5
O=c1[nH]c2ccccc2cc1CN(c1ccccc1)S(=O)(=O)c1ccccc1	0.0	i	-0.7	0	3	-0.6	23	-1	-2	-11
CC(=NCc1ccco1)C1=C(O)c2ccccc2C1=O	2.8	i	0.5	-3	-6	0.6	-20	-3	3	0
Cn1c(=O)c2c(ncn2CC(=O)N2CCCCCC2)n(C)c1=O	-0.3	i	-1.7	0	-1	-0.3	-3	-4	3	-2
CCCCN(C(=O)c1cccc(S(=O)(=O)N2CCN(C)CC2)c1)c1c(N)n(CCC)c(=O)[nH]c1=O	1.2	i	-0.5	2	2	0.2	3	-2	3	-1
Cc1cc(C)c(C(=O)CSc2nnc(-c3cccnc3)n2C)c(C)c1	.	i	-0.5	3	3	-0.8	-3	1	-3	-5
CCOc1ccc(CNC(=O)CCS(=O)(=O)Cc2ccc(C)cc2)cc1OC	-0.2	i	-1.9	7	0	-1.3	1	-3	1	-5
CNc1cccccc1=S	2.1	i	58*	85*	10	0.6	12	29	6	15
CCN(CC)S(=O)(=O)c1cc(NC(=O)COC(=O)CCc2nc3ccccc3s2)ccc1C	-1.8	i	0.1	-4	-4	-0.5	2	0	-2	5
CN(Cc1ccccc1)C(=O)COC(=O)c1c[nH]c2ccccc12	-0.9	i	-1.0	3	.	-0.3	0	-1	0	-1
O=[N+]([O-])c1ccc(OCCCCCN2CCOCC2)cc1	0.3	i	-1.3	2	1	-0.3	-19	-4	-2	5
COc1cccc(/C=C/C(=O)OCC(=O)NCCc2ccccc2)c1	-0.2	i	-0.9	-3	-20	-0.1	-3	-12	-3	4
COc1ccc(S(=O)(=O)NCCc2c[nH]c3ccc(C)cc23)cc1	-0.8	i	-0.8	-8	-8	-0.2	4	-5	3	1
C/C(=N\NC(=O)Cc1ccc(F)cc1)c1ccc(O)cc1	-0.6	i	-0.9	0	-3	-0.2	2	-4	1	2
O=c1c(Cc2ccccc2)c(O)ccn1Cc1ccco1	-0.7	i	-0.1	-1	6	-0.2	-2	-1	-3	8
O=C(CCc1nc2ccccc2s1)Nc1cccnc1	-1.0	i	2.5	-3	-7	0.4	-2	9	-3	4
CCN1C(=O)CC(N2CCC(C(=O)OC)CC2)C1=O (centres undefined)	1.7	i	-1.3	-1	-19	-1.1	3	0	-2	-4
Cc1cccc(N2CCN(C(=S)c3ccc([N+](=O)[O-])cc3)CC2)c1	1.5	i	2.2	-4	-3	0.3	-10	6	1	-4
CNC(=O)CSc1nc2ccccc2c(=O)n1C1CCCCC1	0.2	i	0.1	-2	-5	-0.5	1	1	-2	-1
Cc1noc(C)c1S(=O)(=O)N(CC(=O)NC1CCCC1)c1ccc(C(C)C)cc1	-0.2	i	-0.3	-2	-13	-0.5	-1	-4	1	0
O=C(CN1CCOc2ccccc21)NCc1ccc(Cl)cc1	1.1	i	-0.1	-3	-12	0.8	1	-2	-3	-2
c1csc(-c2cnc3ccccc3n2)c1	3.0	i	-0.5	7	-2	-0.4	-21	5	2	-4
Cc1cc(C)cc(C(=O)NCC(=O)OCC(=O)N(C)c2ccccc2)c1	0.5	i	-1.9	-2	-3	-0.9	0	-1	-2	6
CC1(C)NC(=O)N(CCOCCOc2cccc(Oc3ccccc3)c2)C1=O	-0.3	i	-1.3	-2	-11	0.2	-4	-13	-1	-10
COCCNC(=S)NNC(=O)c1cc(C2CC2)nc2ccccc12	-1.3	i	-0.2	-2	-7	-0.2	-1	-1	1	0
C#CCNC(=O)C1=C[C@@H](c2ccccc2)[C@H](CCCO)[C@@H](OCC)O1	-0.1	i	-1.5	6	-8	-0.2	2	0	3	3
COc1ccc(C(=O)NCCc2nnc3ccc(SCC(=O)NCc4ccccc4)nn23)cc1	1.5	i	-1.3	-1	-2	-0.6	3	0	0	1
Cc1ccc(NC(=S)NN(C)c2cc(C)nc(C)n2)cc1	1.0	i	-0.2	-1	-2	-0.1	-1	3	1	-8
COCCN(C(=S)Nc1cccc(OC)c1)C1CCN(C(C)=O)CC1	-1.1	i	-0.4	2	2	-1.8	2	2	-1	-2
COc1ccc(C2C3C(=O)N(N(C)c4ncc(C(F)(F)F)cc4Cl)C(=O)C3ON2C)cc1 (centres undefined)	1.2	i	0.3	-2	-3	-1.2	4	-4	1	-8
COc1ccc(OCC(=O)Nc2ccc3c(c2)nc(CCN2CCN(c4ccccn4)CC2)n3C)cc1	1.7	i	31	1	.	0.3	0	-1	4	1
O=C(CSc1ncccc1-c1nc2ccccc2[nH]1)NC1CC1	0.2	i	-0.2	-2	1	0.5	6	8	12	6
CCOC(=O)NC(=O)CSc1nnc(C2CC2)n1Cc1ccco1	0.2	i	-1.4	4	6	-0.1	-6	-8	0	1
N=c1c2c3c(sc2ncn1Nc1ccccc1)CCC3	-1.0	i	1.2	-1	-3	-0.5	0	-1	1	2
